Screening data from PubChem.
PDI turbidity: blocks human protein disulfide isomerase activity | P07237 | PDI insulin aggregation turbidity, A650, 90 min | inhibition, % at 10 µM | 350,000 tested, 0.052% active | AID 588391;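 active means mean inhibition across replicates of 30% or more, whatever share of single replicates reach that level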;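 further: absorbance from insulin aggregation driven by PDI reduction with DTT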
H9c2 protect: modulators protecting cardiomyocytes from myocardial damage; 360,000 tested, 0.63% active; H9c2 cardiomyocytes, H2O2 injury protection, ATPLite, 2 h; protection from H2O2 cell death, % at 20 µM;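 active means compounds giving at least 50% protection of heart cells from peroxide-induced death in the single-dose screen, raw or plate-pattern-corrected value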;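 further: 0% = DMSO wells with peroxide and 100% = DMSO wells without peroxide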
aDG glyco act: increases alpha dystroglycan glycosylation. Pro5-aDG cells, alpha-DG glycosylation AlphaScreen (IIH6); 0% Pro5, 100% B10-LARGE cell signal. activation, % at 10 µM. 360,000 tested, 0.22% active;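 active means activation of at least 8% versus controls, or a plate z-score of at least 8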;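 further: Pro5 are CHO cells carrying HIG-tagged alpha-DG that lacks glycosylation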
Vif imaging: inhibitors of HIV Vif | HEK293T cells, Vif self-association by quenched fluorescence, imaging, 24 h | inhibition, % at 7.49 µM | 340,000 tested, 0.35% active; in the data active means inhibition above about 50%, passing the limit was not always enough; further: some results filed as inactive read as strong as hits
iPSC survival up: increases survival of single human iPS cells; 360,000 tested, 0.044% active; AID 602274; survival enhancement, % at 20 µM; hiPSC single-cell survival, ATPlite luminescence; 100% = ROCK inhibitor wells, 0% = DMSO; in the data active means survival enhancement above about 18%;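 further: cells exposed to compounds for 16 hours before the ATP read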
ABCB6 inh 2: blocks the human ABCB6 transporter. Q9NP58. K562-ABCB6 porphyrin accumulation, flow cytometry, 1 h; active compounds read low. fluorescence ratio to DMSO, % at 10 µM. 360,000 tested, 0.19% active. AID 602162;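 active means fluorescence ratio to DMSO below 75%, the collection mean minus 3 SD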;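 further: signal is porphyrin accumulated inside mitochondria; 100% equals median channel fluorescence of DMSO control wells; lower ratio means ABCB6 inhibition with less porphyrin fluorescence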
Target sequence (Q9NP58 whole entry, looked up): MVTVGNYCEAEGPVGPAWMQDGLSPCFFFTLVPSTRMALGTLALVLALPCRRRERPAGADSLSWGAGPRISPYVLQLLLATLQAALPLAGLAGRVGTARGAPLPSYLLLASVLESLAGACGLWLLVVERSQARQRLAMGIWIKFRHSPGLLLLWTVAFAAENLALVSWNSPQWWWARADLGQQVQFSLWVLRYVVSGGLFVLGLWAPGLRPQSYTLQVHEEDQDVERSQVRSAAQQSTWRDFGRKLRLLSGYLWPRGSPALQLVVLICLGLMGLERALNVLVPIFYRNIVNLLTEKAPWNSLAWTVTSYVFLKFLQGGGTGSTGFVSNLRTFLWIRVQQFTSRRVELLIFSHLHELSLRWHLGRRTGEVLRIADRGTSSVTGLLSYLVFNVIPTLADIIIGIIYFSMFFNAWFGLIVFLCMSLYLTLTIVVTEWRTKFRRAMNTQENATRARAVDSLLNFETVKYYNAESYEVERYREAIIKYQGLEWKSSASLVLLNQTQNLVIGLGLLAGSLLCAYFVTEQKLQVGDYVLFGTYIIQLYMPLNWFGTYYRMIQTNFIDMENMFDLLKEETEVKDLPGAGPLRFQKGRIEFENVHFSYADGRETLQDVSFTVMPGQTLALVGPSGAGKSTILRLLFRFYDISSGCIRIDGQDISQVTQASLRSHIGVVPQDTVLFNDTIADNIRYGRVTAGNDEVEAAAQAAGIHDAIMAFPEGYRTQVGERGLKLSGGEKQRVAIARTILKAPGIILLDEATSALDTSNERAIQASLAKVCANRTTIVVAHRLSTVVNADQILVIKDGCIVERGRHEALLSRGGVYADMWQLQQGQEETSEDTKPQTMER
CaV13 FRET inh: Primary screen for inhibitors of IQ motif and Ca2+-dependent inactivation inhibitor domain binding in CACNA1D, Förster resonance energy transfer in living cells, …; HEK cells, CFP/YFP FRET ICDI-IQ, plate reader, 10 min; percent FRET-ratio fall versus neutral wells; inhibition, % at 12.3 µM; 340,000 tested, 0.098% active;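 active means mean replicate inhibition of at least 30% and at least 1% of replicates passing that level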;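 further: 0% = median of the neutral control wells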
N-glyco inh: blocks N-linked glycosylation in D54 reporter cells. D54 ERlucT glycosylation luciferase reporter, 24 h; percent of 100 nM tunicamycin response. reporter increase, % at 12.5 µM. 360,000 tested, 0.23% active. AID 588692;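 active means mean luciferase reporter signal, scaled so untreated is 0 and the glycosylation-blocking control 100, at or above a set limit in every replicate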;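 further: luciferase carries N-glycosylation sites so blocking glycosylation raises the light; 0% = median of neutral control wells and 100% = median of 100 nM tunicamycin wells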
Granule exo inh: lytic granule exocytosis inhibition; TALL-104 LAMP-1 surface exposure, flow cytometry; cells stimulated with thapsigargin and PMA; inhibition, % at 10 µM; 360,000 tested, 0.66% active;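 active means inhibition above about 55%, limit read from the data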
m5-HT2A agonist: activates the mouse 5-HT2A serotonin receptor. AID 624169. 360,000 tested, 0.66% active. CHO-K1 mHTR2A beta-arrestin complementation, luminescence; percent of 30 µM serotonin response. activation, % at 7.6 µM. P35363;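 active means activation above a run cutoff, the mean activation of all tested compounds plus 3 SD, cut at about 14% in these data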;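 further: 0% = plate median of compound wells and 100% = 30 µM serotonin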
Numbers without * were called inactive; nt = no result given.

1: Cc1[nH]c2ccc(OC(=O)N3CCOCC3)cc2c1C(=O)OC(C)C
2: c1ccc2c(c1)nnn2CNc1nccs1
3: NC(=O)CSc1ccc(S(=O)(=O)N2CCOCC2)cn1
4: Cc1ccsc1/C=N/NC(=S)NCCc1ccccc1
5: CC(C)(CCC(=S)N1CCOCC1)C1CCCCC1
6: CCOC(=O)Nc1cc2c(c(N)n1)N=C(c1ccccc1)CN2
7: Cc1ccccc1C(=O)NC(CC(C)C)C(=O)Nc1cccc(S(=O)(=O)N(C)C)c1 (stereo not given)
8: COc1ccc(N2CCN(CCNC(=O)c3nnc(Cc4c(F)cccc4Cl)o3)CC2)cc1
compound no.,1,2,3,4,5,6,7,8
PDI turbidity,0,-7,2,-1,4,-1,0,-11
H9c2 protect,-8,-5,4,-5,1,23,10,-2
aDG glyco act,0.5,-0.1,0.0,-0.2,0.1,-0.1,-0.7,0.3
Vif imaging,-11,4,-2,-5,-3,8,-4,2
iPSC survival up,-4.6,1.8,-0.4,-1.1,-0.5,-1.9,0.9,1.9
ABCB6 inh 2,100,103,92,98,92,97,94,96
CaV13 FRET inh,-7,-2,-6,-18,-1,-25,-2,-5
N-glyco inh,1,1,-1,1,-1,17,1,-2
Granule exo inh,1,2,-3,-2,-17,12,-1,-2
m5-HT2A agonist,0,5,-3,-6,5,4,2,-1

9: CC(=O)Nc1cccc(-c2ccnc3c2CC(C(=O)NC(C)C)O3)c1 (stereo not given)
10: COc1ccccc1N(C)C(=O)c1cc(S(=O)(=O)N2CCCC2)cn1C
11: CC1CN(C(=O)CCC(=O)NC(C)c2ccccc2)c2cc(Cl)ccc2O1 (stereo not given)
12: CC1(C(=O)NS(=O)(=O)c2ccc(F)cc2F)CCN1C(=O)C1(c2ccc(Cl)cc2)CCC1 (stereo not given)
13: OC(CNCc1ccccc1)c1ccccc1 (stereo not given)
14: CC(C)CNC(=O)c1ccc(NC(=O)c2ccccc2[N+](=O)[O-])cc1
15: CCO[C@H]1OC(C(=O)NCc2nc3ccccc3[nH]2)=C[C@@H](c2ccc(Br)cc2)[C@@H]1CCCO
16: Cn1c(=S)[nH]c2cccnc21
compound no.,9,10,11,12,13,14,15,16
PDI turbidity,-3,nt,nt,21,-1,0,-2,9
H9c2 protect,-3,-10,14,12,-1,0,14,-4
aDG glyco act,0.1,-0.1,-0.1,-0.1,-0.1,-0.1,0.6,-0.3
Vif imaging,2,nt,-9,-11,1,4,9,-1
iPSC survival up,-3.1,-0.6,-0.8,-2.3,0.7,3.8,-2.8,-0.1
ABCB6 inh 2,95,104,93,132,101,99,94,96
CaV13 FRET inh,-5,-11,-6,-11,14,-7,-3,-1
N-glyco inh,1,0,3,0,1,0,2,2
Granule exo inh,2,-3,22,-8,3,-1,-3,4
m5-HT2A agonist,4,-3,-2,6,-4,-1,-4,-1

17: CCOC(=O)c1sc(=S)n(Cc2ccccc2)c1N
18: CSCc1cc(N(C)C)nc(SCc2ccc(Cl)c(Cl)c2)n1
19: CCCN(C(=O)CSCc1ccc(Cl)cc1)c1c(N)n(Cc2ccccc2)c(=O)[nH]c1=O
20: CCOC(=O)C1=CN(Cc2cccc(F)c2)S(=O)(=O)N(C)C1CCc1ccccc1 (stereo not given)
21: Cc1ccc(C)c(NC(=S)N(CCc2nc3cc(C)c(C)cc3[nH]2)Cc2cccnc2)c1
22: CC(=NCC1CCCO1)c1c(O)[nH]c(=O)[nH]c1=O (stereo not given)
23: Cc1ccc(NC(=O)CC2C(=O)N(Cc3ccccc3)C(=S)N2NC(=O)c2ccccc2)c(C)c1 (stereo not given)
24: Cc1ccc(C)c(NC(=O)C2CCCN(S(=O)(=O)c3c(C)nn(C)c3C)C2)c1 (stereo not given)
compound no.,17,18,19,20,21,22,23,24
PDI turbidity,0,-6,4,-5,2,15,0,-1
H9c2 protect,-1,-5,2,-10,2,1,-6,2
aDG glyco act,0.2,0.3,0.0,-0.2,0.1,-0.1,0.2,-0.1
Vif imaging,nt,0,-1,-12,-20,-4,1,5
iPSC survival up,3.8,-0.8,-0.6,-2.0,-2.2,5.3,-1.5,0.3
ABCB6 inh 2,122,93,94,103,98,105,99,100
CaV13 FRET inh,nt,-8,-6,-6,nt,-7,-5,-13
N-glyco inh,-2,-9,1,-3,-1,4,1,0
Granule exo inh,-2,5,-13,7,6,-2,2,2
m5-HT2A agonist,-1,-8,-6,-8,-7,3,-4,0

25: Cc1ccccc1-n1ncc2c1CC(C)(C)CC2NC(=O)CSc1ccncc1 (stereo not given)
26: COc1ccccc1CNc1nc(Nc2ccccc2OC)c2sccc2n1
27: Cc1cc(=O)n2[nH]c(SCc3ccc(Cl)cc3)nc2n1
28: COc1ccccc1NC(CC(=O)c1ccccc1)C(=O)OCC(=O)c1ccc(F)cc1 (stereo not given)
29: Cc1ccc(-n2nnnc2SCc2nnc(-c3ccccc3Br)o2)cc1
30: Cc1ccc(C)n1-c1ccc(C(=O)N2CCC(C(N)=O)CC2)cc1
31: Cc1cc2nsnc2c(S(=O)(=O)N2CCN(C)CC2)c1C
32: CCN(CC)c1ccc(NC(=O)CSc2nc(C3CC3)nc3ccccc23)cc1C
compound no.,25,26,27,28,29,30,31,32
PDI turbidity,3,2,-1,4,-1,0,-3,-8
H9c2 protect,0,-12,-11,-16,-10,2,2,-6
aDG glyco act,0.4,2.7,-0.1,0.0,0.0,-0.1,0.0,-0.3
Vif imaging,6,nt,10,10,-6,10,14,28
iPSC survival up,-0.5,-0.5,-0.3,2.2,2.1,-0.7,0.6,-0.3
ABCB6 inh 2,108,96,98,100,99,99,97,97
CaV13 FRET inh,-4,nt,-20,-6,nt,-6,-4,-4
N-glyco inh,-2,-3,4,-10,-1,10,0,18
Granule exo inh,-6,0,-1,4,-1,-3,-3,-7
m5-HT2A agonist,-3,-1,2,-4,0,-3,2,1

33: NC(=O)C1(N2CCCCC2)CCN(C(=S)Nc2ccc(F)cc2)CC1
34: NC(=O)Cc1c[nH]c2cccc(O)c12
35: NS(=O)(=O)c1ccc(N2N=C(c3ccccc3)CC2c2ccc(Br)cc2)cc1 (stereo not given)
36: CN(C)c1ccc(NC(=O)Nc2ccc3snnc3c2)cc1
37: CCOC(=O)C1=C(C)NC(=O)NC1c1c(O)ccc2ccccc12 (stereo not given)
38: O=C1CCC(C(=O)N2CCCCCC2)CN1CCc1ccc(Cl)cc1 (stereo not given)
39: Cc1cccc(NC(=O)c2ccc([N+](=O)[O-])o2)n1
40: O=C(COC(=O)CNS(=O)(=O)c1cccc(F)c1)NCCc1ccccc1
compound no.,33,34,35,36,37,38,39,40
PDI turbidity,11,0,0,3,-12,11,11,-2
H9c2 protect,1,-1,-16,-12,3,0,10,4
aDG glyco act,0.4,-0.1,1.6,-0.7,-0.2,-0.1,1.7,-0.1
Vif imaging,0,10,nt,-6,nt,-2,14,5
iPSC survival up,-1.5,-0.9,4.7,-2.9,0.6,1.2,-4.0,-0.4
ABCB6 inh 2,102,101,100,108,98,97,100,93
CaV13 FRET inh,-3,-3,-3,nt,-6,-3,-4,-7
N-glyco inh,-1,1,-5,1,0,-2,8,0
Granule exo inh,-1,-1,5,-1,1,-1,-3,-4
m5-HT2A agonist,1,2,-3,-8,-4,7,0,6

Shown as labelled records: 4 of the compounds above
37	CCOC(=O)C1=C(C)NC(=O)NC1c1c(O)ccc2ccccc12 (stereo not given)
  PDI turbidity = -12 | H9c2 protect = 3 | aDG glyco act = -0.2 | Vif imaging = nt | iPSC survival up = 0.6 | ABCB6 inh 2 = 98 | CaV13 FRET inh = -6 | N-glyco inh = 0 | Granule exo inh = 1 | m5-HT2A agonist = -4
40	O=C(COC(=O)CNS(=O)(=O)c1cccc(F)c1)NCCc1ccccc1
  PDI turbidity = -2 | H9c2 protect = 4 | aDG glyco act = -0.1 | Vif imaging = 5 | iPSC survival up = -0.4 | ABCB6 inh 2 = 93 | CaV13 FRET inh = -7 | N-glyco inh = 0 | Granule exo inh = -4 | m5-HT2A agonist = 6
34	NC(=O)Cc1c[nH]c2cccc(O)c12
  PDI turbidity = 0 | H9c2 protect = -1 | aDG glyco act = -0.1 | Vif imaging = 10 | iPSC survival up = -0.9 | ABCB6 inh 2 = 101 | CaV13 FRET inh = -3 | N-glyco inh = 1 | Granule exo inh = -1 | m5-HT2A agonist = 2
35	NS(=O)(=O)c1ccc(N2N=C(c3ccccc3)CC2c2ccc(Br)cc2)cc1 (stereo not given)
  PDI turbidity = 0 | H9c2 protect = -16 | aDG glyco act = 1.6 | Vif imaging = nt | iPSC survival up = 4.7 | ABCB6 inh 2 = 100 | CaV13 FRET inh = -3 | N-glyco inh = -5 | Granule exo inh = 5 | m5-HT2A agonist = -3

Other entries
41: CCN1C(=O)CC(C(C)C)N(C2CCCC2)c2nc(Nc3ccc(C(=O)NC4CCN(C)CC4)cc3OC)ncc21 (stereo not given)
42: CCc1ccc(OCC(=O)N/N=C/c2cc([N+](=O)[O-])ccc2N2CCOCC2)cc1
43: O=[N+]([O-])c1ccc(OCCCn2cncn2)cc1
44: Cn1cc(C(=O)N2CCc3ccccc3C2)c(=O)c2cc(S(=O)(=O)N3CCOCC3)ccc21
45: O=C(CSc1nnc(C2COc3ccccc3O2)o1)Nc1ccc(F)cc1Cl (stereo not given)
46: N/C(=N/OCC(=O)Nc1cccc2ccccc12)c1nonc1N
47: CN(CCc1ccccc1)C(=O)c1cccc(NC(=O)Cc2ccc([N+](=O)[O-])cc2)c1
48: CN(n1cnc2ccccc2c1=O)S(C)(=O)=O
compound no.,41,42,43,44,45,46,47,48
PDI turbidity,-1,6,4,0,0,10,7,0
H9c2 protect,-24,5,-2,3,-10,-4,9,17
aDG glyco act,-0.5,0.1,0.1,-0.1,-0.2,0.1,0.7,-0.1
Vif imaging,13,2,-3,1,-2,-14,-3,-3
iPSC survival up,-2.7,-1.1,-0.4,-1.6,-0.7,-0.1,2.4,0.0
ABCB6 inh 2,95,97,92,104,94,89,96,98
CaV13 FRET inh,nt,-4,1,-5,-3,-5,-2,-4
N-glyco inh,18,0,0,1,1,1,0,2
Granule exo inh,0,-5,-1,-2,-1,-2,-4,2
m5-HT2A agonist,-7,2,1,-2,-4,-2,-3,1

This is a random part of the collection; about 3.1% have a hit in one of these screens.
